# H9c2 TAG inh – inhibitors of triacylglycerol accumulation; inhibition, % at 12.5 µM; H9c2 cells, Nile Red lipid (TAG) fluorescence; cells loaded with 200 µM oleic acid; 0.66% of 230,000 active;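 active = pattern-corrected inhibition of lipid staining of at least 50% with the nuclear-stain viability signal not falling by more than 50%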;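 also: 0% = DMSO wells and 100% = triacsin C control wells; some results filed as inactive read as strong as hits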
# H9c2 TAG inh DAPI viability – second read-out of H9c2 TAG inh, no call of its own (marks repeat the call); DAPI nuclei signal change (viability), lower = more cytotoxic, %;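 whole-well DAPI fluorescence read on a plate reader as a viability signal; minus 50 percent equals half of cells still viable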
# The depositor's hits bear a star. Only part of the results is shown; count on the stated rates, not on these rows.
SMILES,H9c2 TAG inh,H9c2 TAG inh DAPI viability
O=C(COC(=O)c1ccc(S(=O)(=O)N2CCCC2)cc1)Nc1cccc(Br)c1,11,15
CCc1cccc(C)c1N1C(=O)CC(C)(C)CC1=O,2,-11
O=C1CSC(c2ccccn2)N1c1ccc2ccccc2c1 (stereo not drawn),-11,3
O=C(CN1CCOCC1)Nc1ccc(N2CCN(c3ccccc3)CC2)c(F)c1,-9,1
COc1cc2c3c(c1)C(C)=CC(C)(C)N3C(=O)C2=O,23,-29
COc1cc(/C=N/NC(=O)c2sc3nc(C)cc(C)c3c2N)ccc1O,25,2
CCCCC1=CC2=CC(=O)C(C)(OC(=O)CC)C(=O)C2=CN1Cc1ccc(OC)cc1 (stereo not drawn),2,-1
C=CCc1ccc(OCCN2CCc3ccccc3C2)c(OC)c1,-22,15
Cc1ccc(NC(=O)c2cc(S(=O)(=O)N3CCCCC3)c[nH]2)cc1C,-15,-2
O=C(c1ccco1)N1CCN(Cc2nc3ccc([N+](=O)[O-])cc3c(=O)n2-c2ccccc2F)CC1,-6,-9
CCOc1cc(C(c2c(C)[nH][nH]c2=O)c2c(C)[nH][nH]c2=O)ccc1O,-4,2
COc1ccccc1NS(=O)(=O)c1ccc(C(=O)NCC(c2cccs2)N2CCOCC2)cc1 (stereo not drawn),-11,83
CC(C)NC(=O)NC(=O)COC(=O)c1ccc(S(=O)(=O)NCc2ccco2)cc1,-13,3
Cc1ccc(C(=O)N/N=C\c2sccc2C)cn1,-4,0
CC1=C(c2ccccc2)CCC1=O,16,5

# Brought forward from above: 2 entries, then new ones.
SMILES,H9c2 TAG inh,H9c2 TAG inh DAPI viability
Cc1ccc(C(=O)N/N=C\c2sccc2C)cn1,-4,0
CC1=C(c2ccccc2)CCC1=O,16,5
O=C(O)CCCn1nc(-c2ccccc2)c2ccccc21,-3,10
O=C(Nc1ccc(SC(F)F)cc1)C1CC(=O)N(Cc2ccccc2)C1 (stereo not drawn),14,1
O=C(CCC(=O)Nc1ccccc1)NNS(=O)(=O)c1ccc(Cl)cc1,9,0
CCC(NS(=O)(=O)c1ccc(C)cc1)C(=O)N1CCC2(O)CCCCC2C1 (stereo not drawn),-2,-2
COc1cc(C(=O)NCC2CCCCC2)ccc1OCc1c(C)noc1C,23,-8
COc1cccc(-n2c(SCC(=O)Nc3cc(C)on3)nc3c([nH]c4ccccc43)c2=O)c1,18,-7
Oc1c(CN2CCCC2)cc(COCc2ccccc2)c2cccnc12,49,-46
O=C1c2ccccc2C(=O)N1CCn1nc(Cl)nc1Cl,9,-5
O=C(c1ccco1)n1nc(NCc2ccccc2)nc1NCc1ccccc1,-114,-19
Cc1cc2ncn(C(=O)N3CCCCCC3)c2cc1C,-5,-8
COc1ccc(Cc2nc(=S)[nH][nH]2)cc1Br,9,-2
CCC(=O)Nc1ccc(S(=O)(=O)Nc2ccccn2)cc1,-6,5
Nn1c(SCC(=O)Nc2ccc(S(N)(=O)=O)cc2)nnc1-c1ccco1,-2,1
Cc1nnsc1C(=O)N1CCCC(N2CCN(c3ccc(F)cc3)CC2)C1 (stereo not drawn),13,-5
NC(=O)c1c(NC(=O)c2cccc(N3C(=O)CCC3=O)c2)sc2c1CCCCC2,4,-6
CC(=O)Nc1ccc(NS(=O)(=O)c2cc(Cl)ccc2Cl)cc1,-3,7
COc1ccccc1N1CCN(C(=O)c2cc(S(=O)(=O)N3CCCCC3)ccc2C)CC1,7,-8
COc1cc2c(cc1OC)CN(c1nc(CN3CCCC3)nc3sc(C)c(C)c13)CC2,42,-12
CC1(C(=O)O)CCN1C(=O)c1cccc(OC(F)(F)F)c1 (stereo not drawn),-11,-1
CCOc1cc(/C=C2\C(=O)N(Cc3ccco3)C(C)=C2C(=O)OC)ccc1O,-7,1
COc1ccc(OCCCC(=O)Nc2cc(S(=O)(=O)N3CCCCC3)ccc2C)cc1,1,-2
CC1(C(=O)OCC(=O)Nc2cccc(S(=O)(=O)NC3=NCCCCC3)c2)CC1(Cl)Cl (stereo not drawn),-4,11
COc1ccc2oc(C(=O)NC3CCCCC3)c(C)c2c1,-7,3
Cc1nonc1C1CCCN1C(=O)c1cc(COc2ccc(F)cc2F)on1 (stereo not drawn),-14,0
Cc1cc(C)c2c(=O)[nH]c(=O)n(Cc3ccccc3)c2n1,1,2
Cc1cc(NC(=O)c2ccccc2)nc2c1c(=O)oc1ccccc12,5,-9
C#CCOCCOCCOCCNc1nc(N2CCOCC2)nc(N2CCN(C(=O)[C@H](Cc3ccc(O)cc3)n3cc(CCO)nn3)CC2)n1,-1,0
CCc1nnc(NS(=O)(=O)c2ccc(NC(=O)c3ccccc3)cc2)s1,0,-1
CN1CC(=O)N(CC(=O)Nc2ccc(Cl)c(C(F)(F)F)c2)C1=O,-4,19
O=C(Cc1ccccc1)Nc1scc(-c2ccccc2)c1C(=O)N1CCOCC1,-8,9
CCN(CC(=O)Nc1c(F)cccc1F)C(=O)/C=C/c1ccc(C)cc1,4,-10
CC(C)(C)OC[C@H](NC(=O)c1[nH]cnc1C(=O)Nc1ccccc1F)C(=O)OC(C)(C)C,-13,-5
CCCCOC(=O)Nc1sc2nc(C)cc(C)c2c1-n1cccc1,-9,-4
CCc1nnc2c3cnn(-c4ccccc4)c3ncn12,14,8
CC1(C)CC(=O)CC(=Nc2ccc(C(=O)O)cc2)C1,2,3
COc1cc(N(C(C)=O)c2ccc(O)c(C(=O)O)c2)c2ncccc2c1,1,-8
CC(C)CC1NC(=S)N(Cc2ccccc2)C1=O (stereo not drawn),-20,10
O=C(c1cccc(S(=O)(=O)N2CCOCC2)c1)N(Cc1nnc(-c2ccccc2Cl)o1)C1CC1,-2,0
Cn1nc(-c2ccccc2)c(-c2nc(-c3ccccc3Cl)no2)c1Cl,12,-4
CN1CCN(S(=O)(=O)c2cccc(C(=O)N(Cc3nnc(-c4ccc(Cl)cc4)o3)C3CC3)c2)CC1,0,-3
COc1ccc(N(CC(=O)NCc2ccco2)S(=O)(=O)c2ccccc2)cc1,7,-13
COc1ccc([C@H]2C(C(=O)O)=C[C@@H](C(C)(C)C)N2S(=O)(=O)c2ccc(C)cc2)cc1OC,0,0
Cc1cccc(C)c1NC(=O)CN(C)C(=O)c1cccc(S(=O)(=O)N2CCN(c3ccccc3)CC2)c1,-7,2
COc1ccc(NC(=O)Nc2ccc3c(c2)C(=O)N([C@H](C)CO)C[C@H](C)[C@@H](CN(C)Cc2ccc(Cl)c(Cl)c2)OCCCC[C@@H](C)O3)cc1,28,-3
Cc1ccc(OC(=O)c2cccnc2)cc1,-1,139
O=C(CCN1C(=O)c2ccccc2C1=O)Nc1cc(F)ccc1F,8,1
Nc1ccc(S(=O)(=O)c2cc(O)c3ccccc3c2O)cc1,-1,-6
Cc1cccc(OCCNC(=O)CCNS(=O)(=O)c2ccc3ccccc3c2)c1,-30,15
CCN(C[C@H]1N[C@@](CC)(C(=O)OC)[C@H]2C(=O)N(C)C(=O)[C@@H]12)S(=O)(=O)c1ccc(F)cc1,5,6
O=C(Nc1ccc(C(=O)N2CCCC2)cc1)C1CC1,-10,-1
CC(=O)/C(=N/Nc1cccc(Cl)c1)N1CCOCC1,4,-7
CCN(CC)S(=O)(=O)c1ccc(N2CCOCC2)c(NC(=O)CCOc2ccccc2)c1,-12,3
CCCc1cc(=O)[nH]c(SC(C)C(=O)N2c3ccccc3CC2C)n1 (stereo not drawn),-5,-9
O=C(O)c1sccc1S(=O)(=O)N1CCCCC1,8,8
CC(C)(C)/C(O)=C/c1nc2cc(Cl)ccc2oc1=O,13,-5
O=C(Nc1nc2c(Br)cc(Br)cc2c(=O)s1)c1ccco1,-8,-2
CC(NC(=O)c1ccco1)c1ccc2c(c1)OCCO2 (stereo not drawn),-21,5
O=C(CNC(=O)c1cc(Cl)nc2ccccc12)Nc1ccccc1Br,-5,-2
c1cc(N2CCCCC2)nc(N2CCCCC2)n1,5,0
O=c1[nH]cnc2scc(-c3ccc(F)cc3)c12,-20,13

# An excerpt from above in order of molecular weight, descending:
SMILES,H9c2 TAG inh,H9c2 TAG inh DAPI viability
O=C(Nc1nc2c(Br)cc(Br)cc2c(=O)s1)c1ccco1,-8,-2
Nc1ccc(S(=O)(=O)c2cc(O)c3ccccc3c2O)cc1,-1,-6
CC(=O)/C(=N/Nc1cccc(Cl)c1)N1CCOCC1,4,-7
CC(NC(=O)c1ccco1)c1ccc2c(c1)OCCO2 (stereo not drawn),-21,5
O=c1[nH]cnc2scc(-c3ccc(F)cc3)c12,-20,13

# Next compounds follow.
SMILES,H9c2 TAG inh,H9c2 TAG inh DAPI viability
CCOC(=O)C1=C(CC)OC(N)=C(C#N)C1c1ccc(F)cc1F (stereo not drawn),-2,-2
O=C(NCCCNC(=O)C(F)(F)C(F)F)C(F)(F)C(F)F,1,0
N#Cc1ccc(-c2cccnc2)nc1SCC(N)=O,11,-5
O=C(CSc1c2c(nc3ccccc13)CCC2)N1CCCC1,0,-2
Cc1nn(-c2ccccc2)nc1CNC(=O)C1CCC1,-7,3
O=C(CSc1nnc(CNC(=O)c2ccc(F)cc2)o1)c1ccccc1,-7,2
CCOC(=O)CNC(=O)c1sc2nc(C)cc(C)c2c1N,13,-4
CC(=O)NC(c1cccc(F)c1)c1nc(-c2cccc(C(C)C)c2)cs1 (stereo not drawn),13,-5
COc1ccc(N(C)S(=O)(=O)c2cccc(C(=O)NCc3ccc4c(c3)OCO4)c2)cc1,-6,-6
O=C(CSc1nnc2c3ccccc3c3ccccc3c2n1)Nc1ccccc1F,30,-1
N#Cc1ccccc1NCC(=O)N1CCN(S(=O)(=O)c2ccccc2)CC1,34,3
Cn1cnc(S(=O)(=O)N2CCCCC2c2cc(C(=O)Nc3cccc4c3CCCC4)no2)c1 (stereo not drawn),12,-13
Fc1ccc(CNCc2ccc(Br)cc2)cc1,-3,10
CC(C)NC(=O)c1ccc2nc([C@@H]3O[C@H](CO)[C@H](O)[C@H](O)[C@H]3O)[nH]c2c1,0,-2
O=C(NCc1ccc(S(=O)(=O)Nc2ccccc2Cl)s1)c1ccccc1,-10,5
Cc1ccc(OCC(=O)N(Cc2nnc(-c3ccccc3Cl)o2)C2CC2)cc1C,-1,3
O=C(NNC(=O)c1ccc(Cl)nc1)c1ccc(Br)cc1,16,1
CN1CCC(N(C)C(=O)c2ccc(Cl)c(S(=O)(=O)N(C)c3ccc(Cl)cc3)c2)CC1,15,4
CCCN(Cc1ccccc1)C(=S)Nc1ccc(OCC)cc1,-17,1
O=C(Nc1ccccc1)OCCNC1CCCCC1,5,5
COc1ccc(C2C(C#N)=C(N)OC3=C2C(=O)CC(C)(C)C3)c([N+](=O)[O-])c1OC (stereo not drawn),-6,23
COc1ccc(C(=O)Nc2ccc3oc(Cc4ccc(Cl)cc4)nc3c2)cc1OC,3,-8
CCCCn1nnc(NC(=O)C(c2ccccc2)c2ccccc2)n1,4,1
CC(=O)Nc1ccc(S(=O)(=O)n2cnc3cc(C)c(C)cc32)cc1,-11,4
CCCCCCCCCCOC(=O)NC1CCS(=O)(=O)C1 (stereo not drawn),0,2
Cc1cccc(C(=O)NCCCN(C)CCCNC(=O)c2cccc(C)c2)c1,-2,0
CCc1ccc(NC(=O)CSc2nc(N)c(NC(=O)c3ccc(F)c(F)c3)c(=O)[nH]2)cc1,-4,-1
O=C(Nc1ccc(N2CCOCC2)c(Cl)c1)c1ccco1,9,-1
CC(=O)N1CC2(C)CN(C(C)=O)CC(C)(C1)C2,-15,9
Cc1onc(-c2ccccc2)c1C(=O)N1CCCN2C(=O)c3ccccc3C21 (stereo not drawn),2,-9
COc1ccc(C(=O)OCCCc2cc3ccccc3c(=O)o2)cc1,-13,-2
CCOC(=O)CSc1nc(C)c2cccc(C)c2n1,6,-7
CSc1nnc(C)c(=O)n1COC(=O)COc1ccc(F)cc1,15,-5
CC(C)Cn1c(N)c(C(=O)CCl)c(=O)n(C)c1=O,-16,-1
CN(C)c1ncnc2c1ncn2[C@H]1CN(Cc2cccs2)C[C@@H](CO)O1,5,-2
Cc1n[nH]c2ccc(Br)cc2c1=O,3,-1
CN(CC(=O)O)S(=O)(=O)c1ccc2c(c1)n(C)c(=O)c(=O)n2C,0,1
CC1(C)OC(=O)C(=CNc2ccccn2)C(=O)O1,0,8
CC(=O)C1=C(O)C(=O)N(c2ccc(S(N)(=O)=O)cc2)C1c1ccc([N+](=O)[O-])cc1 (stereo not drawn),4,6
CCOc1ccc(NC(=O)CSc2ncc(-c3ccc(F)cc3)n2Cc2ccco2)cc1,-8,-1
COc1ccc(S(=O)(=O)N2CCOC2CNC(=O)C(=O)NCCc2c[nH]c3ccccc23)cc1C (stereo not drawn),5,-15
O=C1C(c2ccccc2)NC(=S)N1C1CCCCC1 (stereo not drawn),9,-5
O=c1[nH]c2cc3c(cc2cc1CN(Cc1cccnc1)C(=S)NCc1ccco1)OCO3,-7,-1
C/C(=N\NC(=O)c1cccc(Br)c1)c1cccnc1,25,-18
O=C(CCN1CCOCC1)c1ccc2c(c1)OCCO2,-4,-1
Cc1ccc(NC(=O)C2CCN(S(=O)(=O)c3cccs3)CC2)cc1,-8,-1
CCn1c(SCC(=O)c2ccccc2)nnc1-c1cccnc1,-5,5
CC1=NNC(=O)/C1=C\c1cn(-c2ccccc2)nc1-c1ccccc1,3,-13
CCSc1nnc(-c2ccncc2)o1,-4,1
COc1ccc(N2CCN(C(=O)c3cc(=O)[nH]c4ccccc34)CC2)cc1,-1,-11
Cc1cc2cc(CNC(=O)Cc3cccs3)ccc2n1C,0,-3

# One compound at a time, as listed above. Order of values: H9c2 TAG inh | H9c2 TAG inh DAPI viability
# Cc1ccc(NC(=O)C2CCN(S(=O)(=O)c3cccs3)CC2)cc1 as listed: -8 | -1
# CCn1c(SCC(=O)c2ccccc2)nnc1-c1cccnc1 as listed: -5 | 5
# CCSc1nnc(-c2ccncc2)o1 as listed: -4 | 1
# Cc1cc2cc(CNC(=O)Cc3cccs3)ccc2n1C as listed: 0 | -3

# Screening data: PubChem BioAssay, Sanford-Burnham Center for Chemical Genomics
